Source: PubChem (Broad Institute)
S100A4 inh HTS: inhibitors of human S100A4 binding to myosin IIA peptide; 360,000 tested, 0.14% active; inhibition, % at 10.7 µM; S100A4/TAMRA-MyoIIA peptide fluorescence polarization; AID 652163;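 active means mean inhibition of at least 70% across replicates, with every replicate also reaching that level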
Target sequence (P26447 whole entry, looked up): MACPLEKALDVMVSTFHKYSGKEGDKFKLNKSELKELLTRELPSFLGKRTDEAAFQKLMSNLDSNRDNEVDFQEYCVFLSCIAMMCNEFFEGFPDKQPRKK
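Test system – S100A4 monomer (human) · Compound – single-point compound testing · Schedule – 5 min incubation before reading · Probe or stimulus – TAMRA-labelled myosin IIA heavy-chain peptide probe, 5 nM · Benchmarks – neutral control DMSO, positive control TFP · Medium – Calcium-containing HEPES buffer, pH 7.2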
FN deposit inh: fibronectin deposition inhibition | 350,000 tested, 0.086% active | AID 743247 | inhibition, % at 12.6 µM | AH1F fibroblasts, Alexa488-fibronectin deposition fluorescence, overnight;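 active means mean inhibition across replicates of 30% or more, regardless of how many single replicates reach that level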;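 further: positive control wells lacked labelled fibronectin entirely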
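Measured by – fluorescence 485/525 nm · System – AH1F fibroblast monolayer, labelled fibronectin deposition · Amount – 10000 cells per well · Buffer or medium – serum-reduced DMEM (2% serum) · Doses – single dose, pinned · Also added – fluorescent fibronectin at 24 nM final · Schedule – 1 h cell attachment, overnight exposure to compound and label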
EWS-Fli block: blocks EWS/Fli oncoprotein-driven transcription. A673 NR0B1-luciferase reporter, viability-normalised. inhibition, % at 12.6 µM. 350,000 tested, 0.67% active. AID 651661;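 active means mean inhibition of at least 50% after viability correction, with every replicate also passing that limit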;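 further: firefly luciferase signal divided by Alamar Blue viability fluorescence both relative to DMSO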
Xi reactivation: activators of X-chromosome reactivation in mouse fibroblasts | activation, % at 7.58 µM | 360,000 tested, 0.055% active | XiGFP mouse fibroblasts, % GFP-positive cells imaging, 3 d; cells co-treated with 5-aza-dC sensitizer; scaled so ellipticine positive control = 100% | AID 743238;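 active means mean normalized replicate activation at least 10% and every replicate at or above 10%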;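 further: 0% = median of on-plate neutral control wells and 100% = ellipticine 6 µM median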
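System: SV40-immortalized XiGFP fibroblast cells, line 68-5-11 / Incubation: 3-day compound exposure, then 15 min fixation at room temperature / Compound: single concentration per compound, delivered by pin transfer / Buffer or medium: DMEM plus 5-aza-dC sensitizer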
RAD54 inh: RAD54 (human) branch migration inhibition | AID 602329 | RAD54 Holliday junction branch migration, FAM/BHQ fluorescence | inhibition, % at 10.4 µM | 360,000 tested, 0.14% active;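 active means mean normalized replicate activity at least 40 and at least half of replicates scoring 40 or more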;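 further: 0% = median of neutral control wells and 100% = median of positive control wells; inhibitors cause a drop in the FAM fluorescence signal; in these data hits start at about 50%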
Target sequence (Q92698 whole entry, looked up): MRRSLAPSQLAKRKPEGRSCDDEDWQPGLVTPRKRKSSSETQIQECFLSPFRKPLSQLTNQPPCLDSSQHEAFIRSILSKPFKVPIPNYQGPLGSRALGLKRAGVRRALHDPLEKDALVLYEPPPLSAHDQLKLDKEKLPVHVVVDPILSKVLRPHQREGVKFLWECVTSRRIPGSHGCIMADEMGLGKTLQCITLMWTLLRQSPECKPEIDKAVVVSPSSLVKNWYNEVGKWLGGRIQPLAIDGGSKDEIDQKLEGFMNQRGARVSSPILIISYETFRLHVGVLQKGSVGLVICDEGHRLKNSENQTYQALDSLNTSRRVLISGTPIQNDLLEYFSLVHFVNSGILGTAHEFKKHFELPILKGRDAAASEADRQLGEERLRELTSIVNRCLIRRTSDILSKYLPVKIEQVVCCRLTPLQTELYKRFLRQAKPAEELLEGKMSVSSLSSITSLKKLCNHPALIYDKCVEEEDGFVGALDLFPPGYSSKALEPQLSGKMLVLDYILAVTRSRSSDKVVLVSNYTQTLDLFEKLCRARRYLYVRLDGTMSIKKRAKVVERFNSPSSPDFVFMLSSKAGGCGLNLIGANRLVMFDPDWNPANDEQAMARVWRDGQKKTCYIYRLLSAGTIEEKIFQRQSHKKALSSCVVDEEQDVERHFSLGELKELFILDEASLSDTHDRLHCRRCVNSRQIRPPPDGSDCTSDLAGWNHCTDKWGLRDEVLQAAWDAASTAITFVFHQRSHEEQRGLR
RAD52 inh: blocks human RAD52 DNA annealing; AID 651710; 360,000 tested, 0.46% active; recombinant RAD52 DNA annealing, FRET fluorescence; inhibition, % at 18.7 µM; P43351;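 active means every replicate showing at least 50% inhibition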
esBAF inh: SWI/SNF esBAF complex inhibition | mouse ES cells, Bmi1-luciferase knock-in reporter, 24 h; 100% = twice the neutral-well signal | AID 602393 | reporter increase, % at 12.5 µM | 350,000 tested, 2% active; in the data active means activation above about 40%;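 further: 0% = median of the plate's neutral control wells and 100% = double that signal; a rise in the Bmi1 reporter signal indicates esBAF inhibition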
E-sel inducer: induces E-selectin expression in human endothelial cells; P16581; HUVEC E-selectin immunofluorescence imaging; normalized: neutral wells 0, TNF-alpha wells 100; activation, % at 7.58 µM; 260,000 tested, 0.37% active; AID 686992;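 active means mean E-selectin-positive cell signal at least 10% of the positive control, reached in at least 60% of replicates, without over 20% cell loss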;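 further: in these data hits start at about 27%; measured in HUVEC primary endothelial cells; signal is the percent of cells scored E-selectin positive by PE staining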
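Material: HUVEC primary endothelial cells; Amount: 3,000 cells per well; Dosing: single concentration; Medium: EGM-2 growth medium on 0.1% gelatin-coated wells; Read-out basis: percent E-selectin-positive cells; Signal: immunofluorescence imaging; Control set: TNF-alpha, DMSO.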
* = called active by the depositor.

For C[C@@H]1CN([C@@H](C)CO)C(=O)c2cccc(NC(=O)Nc3ccc(F)cc3)c2O[C@H]1CN(C)C(=O)NC1CCCCC1 the results were S100A4 inh HTS -8, EWS-Fli block 0, Xi reactivation -0.1, RAD54 inh 3, RAD52 inh 4, esBAF inh -3 and E-sel inducer -20.
For O=C(C1CCC1)N1CC(=O)N2[C@H](CO)[C@@H](c3ccc(Br)cc3)[C@H]2C1 the results were S100A4 inh HTS -7, FN deposit inh -13, EWS-Fli block -8, Xi reactivation 0.0, RAD52 inh 14 and E-sel inducer -0.2.
For COC(=O)C1=C(CS(=O)(=O)c2ccccc2)NC(=O)NC1c1ccc(OC)c(OC)c1 (configuration not stated) the results were S100A4 inh HTS 1, FN deposit inh 7, EWS-Fli block -6, Xi reactivation 0.0, RAD54 inh 4, RAD52 inh -47 and esBAF inh -5.
For O=[N+]([O-])c1cccnc1Oc1cccnc1 the results were S100A4 inh HTS 5, FN deposit inh -5, EWS-Fli block 0, Xi reactivation 0.0, RAD54 inh 2, RAD52 inh -14 and esBAF inh -9.
CC(C)C(=O)N1CCN(c2ccccc2NC(=O)c2ccc(Br)o2)CC1 was read as S100A4 inh HTS -10, FN deposit inh -8, EWS-Fli block -4, Xi reactivation 0.6, RAD54 inh -3, RAD52 inh 8, esBAF inh -12 and E-sel inducer 0.0.
For COc1cccc(NC(=O)C2(C)CCN2C(=O)Cc2ccc(C(C)C)cc2)c1 (configuration not stated) the results were S100A4 inh HTS -3, FN deposit inh 0, EWS-Fli block 2, Xi reactivation 0.1, RAD54 inh 4, RAD52 inh -7, esBAF inh -8 and E-sel inducer 0.5.
Screening O=S(=O)(NCCNS(=O)(=O)c1c(F)cccc1F)c1ccc2c(c1)OCCO2 returned S100A4 inh HTS 3, FN deposit inh 13, EWS-Fli block 0, Xi reactivation 0.2, RAD54 inh 3, RAD52 inh 2, esBAF inh 2 and E-sel inducer 0.8.
Screening C[C@@H]1CN([C@@H](C)CO)S(=O)(=O)c2ccc(C#C[C@@H](C)O)cc2O[C@@H]1CN(C)C(=O)CN(C)C returned S100A4 inh HTS 6, EWS-Fli block -11, Xi reactivation -0.5, RAD54 inh 3, RAD52 inh -2, esBAF inh 1 and E-sel inducer -0.1.
`COc1cccc(-c2cc(C(=O)NCC3CCCO3)c3ccccc3n2)c1` (configuration not stated) gave S100A4 inh HTS 1, FN deposit inh 13, EWS-Fli block -1, Xi reactivation 0.2, RAD54 inh -3, RAD52 inh -11 and esBAF inh -2.
Screening O=C(CN(c1cccc(Cl)c1)S(=O)(=O)c1ccc(Cl)cc1)NCc1ccccn1 returned S100A4 inh HTS 2, FN deposit inh -5, EWS-Fli block 8, Xi reactivation 0.1, RAD54 inh -3, RAD52 inh -4, esBAF inh -2 and E-sel inducer -0.1.
`COc1cc2ccccc2cc1C(=O)Nc1ccc(N2CCN(C(=O)C(C)C)CC2)cc1` gave S100A4 inh HTS 4, FN deposit inh 5, EWS-Fli block -18, Xi reactivation 0.0, RAD54 inh 4, RAD52 inh -1 and esBAF inh 6.
`COc1ccc(CCNC(=O)c2cc3c(C)nccc3[nH]c2=O)cc1OC` gave S100A4 inh HTS 1, FN deposit inh 6, EWS-Fli block 7, Xi reactivation 0.1, RAD54 inh 3, RAD52 inh 0, esBAF inh 1 and E-sel inducer 0.8.
For O=C(C[C@H]1C=C[C@@H](NC(=O)Nc2ccc3c(c2)OCO3)[C@H](CO)O1)NCc1ccc(Cl)cc1 the results were S100A4 inh HTS -18, EWS-Fli block -6, Xi reactivation 0.1, RAD54 inh -2, RAD52 inh -3, esBAF inh 1 and E-sel inducer 0.7.
`CC(=O)C1=C(O)C(=O)N(c2ccccn2)C1c1cccc(F)c1` (configuration not stated) gave S100A4 inh HTS -2, FN deposit inh 2, EWS-Fli block -21, Xi reactivation 0.0, RAD54 inh -9, RAD52 inh -5 and esBAF inh -8.
`Cc1cc(=O)oc2cc(OCC(=O)OCC(=O)NC(C)C)ccc12` gave S100A4 inh HTS -2, FN deposit inh 5, EWS-Fli block -11, Xi reactivation 0.0, RAD54 inh 8, RAD52 inh -7, esBAF inh -10 and E-sel inducer -0.1.
`CCC1(C)CN=C(c2ccccc2)NC1` (configuration not stated) gave S100A4 inh HTS 0, FN deposit inh -6, EWS-Fli block -25, Xi reactivation -0.1, RAD54 inh 3, RAD52 inh -2, esBAF inh -15 and E-sel inducer -0.4.
`COC(CNC(=O)c1cnn2c(C)c(Cc3ccccc3)c(C)nc12)OC` gave S100A4 inh HTS -2, EWS-Fli block 10, Xi reactivation 1.2, RAD52 inh -11 and E-sel inducer 5.0.
Screening O=C(CNC(=O)OCc1ccccc1)NC(Cc1cnc[nH]1)C(=O)O (configuration not stated) returned S100A4 inh HTS -2, FN deposit inh -1, EWS-Fli block 16, Xi reactivation 0.1, RAD52 inh -11, esBAF inh -1 and E-sel inducer 1.1.
`O=C(CCc1nnc(CCC2CCCCC2)o1)NCCn1cccn1` gave S100A4 inh HTS 1, FN deposit inh -17, EWS-Fli block -1, Xi reactivation -0.2, RAD52 inh 1 and E-sel inducer 0.3.
For COc1ccc(N2CCN(C(=O)c3ccccc3F)CC2)c([N+](=O)[O-])c1 the results were S100A4 inh HTS -3, FN deposit inh 7, EWS-Fli block 1, Xi reactivation 0.1, RAD52 inh -6 and esBAF inh -5.
`CC1(C)C(=O)NCCN1C(=O)c1ccc2nc(Cc3ccccc3F)oc2c1` gave S100A4 inh HTS 0, FN deposit inh 1, EWS-Fli block 7, Xi reactivation -0.1, RAD54 inh 0, RAD52 inh -8, esBAF inh 17 and E-sel inducer -0.2.
Screening O=C(Nc1ccc(Cl)c(Cl)c1)Nc1nc(-c2ccccc2)cs1 returned FN deposit inh -10, Xi reactivation 0.0, RAD54 inh -24, esBAF inh -10 and E-sel inducer 0.6.
Screening COc1ccccc1NC(=O)N[C@H]1C=C[C@@H](CC(=O)N[C@H](C)c2ccccc2)O[C@@H]1CO returned S100A4 inh HTS -1, FN deposit inh 5, EWS-Fli block -3, Xi reactivation -0.1, RAD54 inh 0, RAD52 inh -1, esBAF inh -14 and E-sel inducer -0.4.
`CCCCc1c(O)nc(SCC(=O)c2ccccc2)n(-c2ccccc2C)c1=O` gave S100A4 inh HTS -1, FN deposit inh 3, EWS-Fli block 9, Xi reactivation 0.9, RAD54 inh -5, RAD52 inh 4 and E-sel inducer -0.1.
`CC(=O)NC[C@@H]1[C@@H](c2ccc(-c3cccc(F)c3)cc2)[C@@H](CO)N1C(C)=O` gave EWS-Fli block -3, Xi reactivation 0.0, RAD54 inh 2, esBAF inh 2 and E-sel inducer 16.
Screening CC(=O)N(C)C[C@@H]1Oc2ncc(C#Cc3ccc(F)cc3)cc2C(=O)N([C@H](C)CO)C[C@H]1C returned S100A4 inh HTS -3, FN deposit inh 11, EWS-Fli block -16, Xi reactivation -1.2, RAD54 inh -15, RAD52 inh 9, esBAF inh 2 and E-sel inducer 0.1.
`O=C(COc1ccccc1Cl)NC1CC1` gave S100A4 inh HTS -3, FN deposit inh 2, EWS-Fli block 6, Xi reactivation 0.0, RAD54 inh 5, RAD52 inh 2, esBAF inh 11 and E-sel inducer 0.9.
`CCCNC(=O)N1[C@@H]2c3ccc(-c4ccccc4OC)c(=O)n3C[C@@H]2[C@@H](CO)[C@@H]1C(=O)NC1CCC1` gave S100A4 inh HTS 116*, EWS-Fli block 2, Xi reactivation 0.4, RAD54 inh 15, RAD52 inh 5, esBAF inh 0 and E-sel inducer -0.2.
Cc1cc(=O)oc2cc(NC(=O)C(C)Oc3ccc(F)cc3)ccc12 (configuration not stated) was read as S100A4 inh HTS -2, FN deposit inh 0, EWS-Fli block -3, Xi reactivation 0.0, RAD54 inh 1, RAD52 inh -21, esBAF inh 3 and E-sel inducer -1.2.
For C[C@@H]1CCCCO[C@@H](CN(C)C(=O)NC2CCCCC2)[C@H](C)CN([C@H](C)CO)C(=O)c2cc(NC(=O)CCCN(C)C)ccc2O1 the results were S100A4 inh HTS 6, FN deposit inh -10, EWS-Fli block -1, Xi reactivation 0.1, RAD54 inh 9, RAD52 inh -27, esBAF inh 8 and E-sel inducer 1.1.
Screening CC1CCCC(NC(=O)c2ccc3c(c2)OCO3)C1C (configuration not stated) returned S100A4 inh HTS -2, FN deposit inh -1, EWS-Fli block -88, Xi reactivation 0.0, RAD54 inh 8, RAD52 inh -5, esBAF inh 40 and E-sel inducer 0.0.
COc1cccc(C2=Cc3ccc(F)cc3C(CC(C)=O)N2c2ccc(-c3cc(OC)c(OC)c(OC)c3)cc2)c1 (configuration not stated) was read as S100A4 inh HTS -3, FN deposit inh -9, EWS-Fli block 4, Xi reactivation 0.0, RAD52 inh -4 and E-sel inducer -1.0.
`COc1ccc(CN2CCc3ccccc3C2)c(OC)c1` gave S100A4 inh HTS -5, FN deposit inh 3, EWS-Fli block 8, Xi reactivation 0.2, RAD52 inh -8, esBAF inh -3 and E-sel inducer -0.1.
For COCCN(C(=O)CSc1nc2ccccc2s1)c1c(N)n(Cc2ccccc2)c(=O)[nH]c1=O the results were S100A4 inh HTS -23, FN deposit inh -4, EWS-Fli block -16, Xi reactivation -0.1, RAD54 inh -15, RAD52 inh -137 and esBAF inh 20.

As a short view, 6 of the compounds above.
Cc1cc(=O)oc2cc(NC(=O)C(C)Oc3ccc(F)cc3)ccc12 (configuration not stated) was read as S100A4 inh HTS -2, FN deposit inh 0, EWS-Fli block -3, Xi reactivation 0.0, RAD54 inh 1, RAD52 inh -21, esBAF inh 3 and E-sel inducer -1.2.
For C[C@@H]1CCCCO[C@@H](CN(C)C(=O)NC2CCCCC2)[C@H](C)CN([C@H](C)CO)C(=O)c2cc(NC(=O)CCCN(C)C)ccc2O1 the results were S100A4 inh HTS 6, FN deposit inh -10, EWS-Fli block -1, Xi reactivation 0.1, RAD54 inh 9, RAD52 inh -27, esBAF inh 8 and E-sel inducer 1.1.
Screening CC1CCCC(NC(=O)c2ccc3c(c2)OCO3)C1C (configuration not stated) returned S100A4 inh HTS -2, FN deposit inh -1, EWS-Fli block -88, Xi reactivation 0.0, RAD54 inh 8, RAD52 inh -5, esBAF inh 40 and E-sel inducer 0.0.
COc1cccc(C2=Cc3ccc(F)cc3C(CC(C)=O)N2c2ccc(-c3cc(OC)c(OC)c(OC)c3)cc2)c1 (configuration not stated) was read as S100A4 inh HTS -3, FN deposit inh -9, EWS-Fli block 4, Xi reactivation 0.0, RAD52 inh -4 and E-sel inducer -1.0.
`COc1ccc(CN2CCc3ccccc3C2)c(OC)c1` gave S100A4 inh HTS -5, FN deposit inh 3, EWS-Fli block 8, Xi reactivation 0.2, RAD52 inh -8, esBAF inh -3 and E-sel inducer -0.1.
For COCCN(C(=O)CSc1nc2ccccc2s1)c1c(N)n(Cc2ccccc2)c(=O)[nH]c1=O the results were S100A4 inh HTS -23, FN deposit inh -4, EWS-Fli block -16, Xi reactivation -0.1, RAD54 inh -15, RAD52 inh -137 and esBAF inh 20.
